HEK293 viab: GF-AFC viability counterscreen for inhibitors of alpha-synuclein gene (SNCA) expression; HEK-293-SNCA-luc viability, GF-AFC fluorescence, 24 h; Potency, µM (series often up to 57.1 µM), inactives show at the highest dose activity change, negative = cytotoxicity, usual class: cytotoxic; 0.12% of 150,000 active; AID 1671193, 2021;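 note: potency is the fitted concentration of half-maximal effect; 0% = DMSO-treated cells and -100% = medium-only wells without cells; nearly all actives have a fitted effect of over 30% in size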
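Cytotoxicity counterscreen: after 24 h compound treatment of genome-edited SNCA-luciferase HEK-293 cells, live-cell protease substrate GF-AFC read by fluorescence after 30 min; activity scaled between DMSO (0%) and medium-only (-100%), curves Hill-fitted.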
3T3 cytotox: Cytotoxic Profiling in NIH 3T3 Cell Line of Diverse Libraries Using Quantitative High-Throughput Screening. NIH 3T3 viability, CellTiter-Glo ATP luminescence, 48-72 h. Potency, µM (titrated, usually from 96.7 µM), for the others: at the highest dose activity change, negative = cytotoxicity, hits mostly inhibitors. 4.3% of 94,000 active; note: potency is the fitted concentration of half-maximal effect; nearly all actives have a fitted effect of over 55% in size
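Cytotoxicity was measured by CellTiter-Glo ATP luminescence after 48 or 72 h compound exposure at 37 °C. Mouse NIH 3T3 fibroblasts were seeded at 400 cells/well and dosed by 23 nL pin transfer.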
SNCA expr inhib: Primary qHTS assay for inhibitors of alpha-synuclein gene (SNCA) expression; HEK-293 SNCA-luciferase knock-in, luminescence, 24 h; Potency, µM (series often up to 57.2 µM), for inactives: at the highest dose activity change, negative = inhibition, hits mostly inhibitors; 0.17% of 140,000 active; AID 1671194, 2021;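 note: potency is the fitted concentration of half-maximal effect; plate controls were DMSO cells for no effect and cell-free wells for full effect; nearly all actives have a fitted effect of over 45% in size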
GPT2 inh: Primary qHTS assay for inhibitors of Glutamate pyruvate transaminase 2 (GPT2); Recombinant GPT2, coupled pyruvate oxidase/HRP Amplex Red fluorescence; 0.25% of 100,000 active; Alanine aminotransferase 2 (Homo sapiens), Q8TD30; Potency, µM (titrated, usually from 57.7 µM), without a hit: top-dose activity change, negative = inhibition, usual class: inhibitors; note: potency is the fitted concentration of half-maximal effect; nearly all actives have a fitted effect of over 60% in size; many of its hits are not listed in these tables
Target sequence (Q8TD30 whole entry, looked up): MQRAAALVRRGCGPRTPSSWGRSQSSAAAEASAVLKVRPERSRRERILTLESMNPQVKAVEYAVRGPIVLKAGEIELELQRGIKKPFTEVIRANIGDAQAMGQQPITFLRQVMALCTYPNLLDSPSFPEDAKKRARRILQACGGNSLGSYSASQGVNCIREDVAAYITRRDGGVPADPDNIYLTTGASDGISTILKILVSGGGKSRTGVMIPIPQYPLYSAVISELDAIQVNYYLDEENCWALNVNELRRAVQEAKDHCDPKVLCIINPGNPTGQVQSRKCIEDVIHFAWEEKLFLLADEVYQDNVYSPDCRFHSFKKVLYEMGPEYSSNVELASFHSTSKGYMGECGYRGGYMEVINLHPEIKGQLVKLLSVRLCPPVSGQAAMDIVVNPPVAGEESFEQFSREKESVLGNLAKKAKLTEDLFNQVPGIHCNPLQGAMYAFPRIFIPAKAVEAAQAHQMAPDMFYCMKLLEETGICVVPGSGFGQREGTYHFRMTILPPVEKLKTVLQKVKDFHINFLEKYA
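Fluorescence of coupled pyruvate oxidase/HRP/Amplex Red system (50uM Amplex, 30 min, dark) reports pyruvate formed by GPT2. Enzyme reaction: 10ng/uL GPT2, 2mM L-alanine, 250uM a-KG, 30 min room temperature, pH 7.5; 50uM AOA control.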
FLuc inh: Firefly luciferase inhibition profiling of diverse chemical library using quantitative high-throughput screening. Luciferin 4-monooxygenase (Photinus pyralis), P08659. Potency, µM (top dose mostly 115 µM), without a hit: at the highest dose activity change, negative = inhibition, most hits filed as inhibitors. AID 1347043, 2019. 2.5% of 76,000 active. purified P. pyralis luciferase, luminescence, biochemical; note: potency is the fitted concentration of half-maximal effect; nearly all actives have a fitted effect of over 65% in size
Target sequence (P08659 whole entry, looked up): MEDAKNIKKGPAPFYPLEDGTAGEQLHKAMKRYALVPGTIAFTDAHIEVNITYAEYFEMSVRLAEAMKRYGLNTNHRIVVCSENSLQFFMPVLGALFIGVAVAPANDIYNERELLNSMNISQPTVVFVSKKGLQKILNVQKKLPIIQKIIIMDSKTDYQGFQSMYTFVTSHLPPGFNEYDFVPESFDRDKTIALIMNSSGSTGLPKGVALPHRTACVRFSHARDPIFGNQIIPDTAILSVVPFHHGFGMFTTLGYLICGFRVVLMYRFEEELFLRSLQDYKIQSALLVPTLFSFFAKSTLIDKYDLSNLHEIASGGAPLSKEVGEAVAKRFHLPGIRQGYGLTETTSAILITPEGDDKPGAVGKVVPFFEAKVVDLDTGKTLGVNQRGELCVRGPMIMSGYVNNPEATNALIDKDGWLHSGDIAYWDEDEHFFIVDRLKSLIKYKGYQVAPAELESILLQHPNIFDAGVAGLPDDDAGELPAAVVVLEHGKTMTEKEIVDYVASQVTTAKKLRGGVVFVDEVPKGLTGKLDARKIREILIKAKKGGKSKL
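Luminescence read by CCD imager after adding enzyme (10nM final) to wells holding compound, titrated in qHTS. Substrates 10uM each D-luciferin and ATP; buffer 50mM Tris acetate pH 7.5, 10mM Mg acetate, Tween-20, BSA.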
IP6K1 inhibitor: Primary qHTS assay for small molecule inhibitors of Inositol hexaphosphate kinase 1 (IP6K1) | Inositol hexakisphosphate kinase 1 (Homo sapiens), Q92551 | IP6K1 kinase, ADP-Glo luminescence, 2 h; stronger effect = lower value | activity change, % (series mostly up to about 58 µM) | 0.81% of 140,000 active | AID 1645851, 2021; in the data active = activity change below about -25%
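ADP-Glo luminescence measures ADP made by human IP6K1 during a 2 h RT reaction with ATP/IP6 (mix at 1.3 mM/130 uM); top library doses 57.5 and 19.1 uM final.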
HEK293 tox: Cytotoxic Profiling in HEK 293 Cell Line of Diverse Libraries Using Quantitative High-Throughput Screening; HEK 293 viability, ATP luminescence (CellTiter-Glo), 48-72 h; Potency, µM (doses to about 115 µM), for the others: at the highest dose activity change, negative = cytotoxicity, most hits filed as inhibitors; 6.6% of 94,000 active; AID 1345083, 2018; note: potency is the fitted concentration of half-maximal effect; nearly all actives have a fitted effect of over 60% in size
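HEK 293 seeded at 250 cells/well receive compound via pintool. After 48 or 72 hr at 37 degree Celsius, 5% CO2 and 95% humidity, CellTiter-Glo is dispensed and luminescence read following 10 min at room temperature.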
Active calls of the source: *; i = inactive; ? = inconclusive; · = not tested or not shown; [ ] = dose if it differs, or a comment. Unless noted, calls come from the whole dose curve; as a rule, active = well fitted curve in the direction sought with a large enough effect; inconclusive = small, poorly fitted or top-dose-only effect, or another doubt; inactive = no such curve, though single readings can be large; an effect the other way counts as inactive or inconclusive. Unless noted, % is set by controls: 0 for no effect and ±100 for the full control effect.

SMILES	HEK293 viab	3T3 cytotox	SNCA expr inhib	GPT2 inh	FLuc inh	IP6K1 inhibitor	HEK293 tox
Cc1ccc([C@H]2C[C@@H](O)[C@@H](O)[C@@H]2NC2CCOCC2)cc1	6%[87.6 µM]	-13%[230 µM]	-7%[87.6 µM]	i	1%[230 µM]	3	i
Cc1cc(NC(=O)COCc2cc(-c3ccc(F)cc3)on2)ccc1Br	0%	·	-2%	·	·	-14	·
CCCNc1cc(N2CCC(CCC(=O)Nc3cccc(C)c3)CC2)ncn1	-2%	0%	2µM*	?	20µM*	-1	i
Cc1ccc(-c2cc(C(=O)NCCc3ccc(F)cc3)nn3cnnc23)cc1	-10%	?	-9%	-12%	·	14	?
COCCCNC(=O)C1CCN(c2ncnc3c2nc2n3CCCCC2)CC1	3%	·	23%	·	·	-2	·
CC(C)c1nncn1C1CCN(S(=O)(=O)c2ccc(C(F)(F)F)cc2)CC1	-5%	-23%	0%	1%	-5%	4	?
COc1cccc(-c2cccc(C(=O)N3CCN([S+](=O)([O-])c4cccs4)CC3)c2)c1	4%[12.5 µM]	?	6%	i	·	5	?
COCCN1C(=O)[C@@H]2C[C@@H](CN2Cc2cnc3ccccc3c2)Oc2ccccc21	-8%[87.6 µM]	100µM*	3%[87.6 µM]	1%[88.5 µM]	-4%[172 µM]	5	?
COCCN1CC(CO)C2(CCN(Cc3cccc(Cl)c3)CC2)C1 (centres undefined)	-5%[12.5 µM]	?	50%[activator]	i	9%	8	?
Cc1nc2cccnc2n1CC1CCCN(C(=O)Nc2ccccc2Cl)C1 (centres undefined)	6%	-20%	3%	4%	3%	1	-19%
Cc1ccccc1Cn1cc(-c2ccncc2)cc1C(=O)Nc1ccc2c(c1)OCO2	?	?	38%[activator]	i	?	-4	35µM*
CC(=O)N1CCC(C(=O)N[C@H]2CCN3C(=O)N(c4ccc(Cl)cc4)C(=O)[C@@H]3C2)CC1	1%[87.6 µM]	-19%[138 µM]	?	i	7%[172 µM]	-2	-11%[172 µM]
Cc1cccc(OCC(=O)NCc2nnc3c(-c4nc(C)no4)cccn23)c1	7%	-5%	-18%	i	-8%	-3	3%
CNC(=O)CCn1ncc2cc(OCc3ccccc3-c3ccc(F)cc3)ccc21	-19%[87.6 µM]	?	-9%[87.6 µM]	4%[88.5 µM]	?	-7	71µM*
COCC1CN(C(C)=O)CC12CCN(S(=O)(=O)c1cnc[nH]1)CC2 (centres undefined)	-16%	-21%	1%	-28%	-1%	15	-31%
COc1cccc(-c2cc3c(=O)n(CCNC(=O)Cc4cccc(F)c4)ccn3n2)c1	-1%	?	1%	i	11µM*	-17	?
CC(C)NC(=O)N1CCN2C(=O)N(C(C)C)C(=O)[C@H]2C1	5%[87.6 µM]	-12%[230 µM]	-9%[87.6 µM]	-9%[88.5 µM]	6%[230 µM]	15	-8%[230 µM]
Cc1ccccc1NC(=O)Cn1c(=O)n(-c2ccc(CC(=O)NCC3CCCO3)cc2)c(=O)c2ccccc21 (centres undefined)	-2%	·	1%	·	·	-5	·
CC1(C)[C@H](Cc2cc(CC3CCCCC3)on2)C[C@@H]1NC(=O)c1ccccc1	?	56µM*	?	0%[88.5 µM]	-1%[172 µM]	1	32µM*
CCc1ccccc1NC(=O)c1cc2c(Cl)nc3ccccc3c2s1	7%	·	24%	·	·	20	·
CCn1c(C)c(C)c2cc(C(=O)NCc3cccc(C)c3)ccc21	2%	·	28%	·	·	1	·
CCc1ccccc1NC(=O)CCc1c(C)nn(-c2ccc(N3CCOCC3)nn2)c1C	7%	·	?	·	·	-13	·
COc1ccc(-c2ccc(C(=O)N3CCN([S+](C)(=O)[O-])CC3)cc2)nn1	·	-3%	·	·	·	2	-5%
CN(Cc1ccc(F)cc1)Cc1ccccc1OCC(O)CN1CCCCC1 (centres undefined)	?	?	8%	?	-5%	9	?
CN(C)C[C@@H]1CN(S(C)(=O)=O)C[C@H]1NC(=O)c1c(F)cccc1Cl	13%	1%	217%[activator]	i	40µM*	10	i
OC[C@@H]1CN(Cc2cccnc2)C[C@H]1c1ccccn1	2%	i	?	-17%	4%	0	i
CN(CCc1noc(C2CC2)n1)C(=O)c1cc(-c2ccc(O)cc2)n[nH]1	1%	-30%	11%	i[11.5 µM]	0%	-2	-14%
CC1(C)C[C@H](NC(=O)c2ccc(C#N)cc2)[C@@]2(CCC(=O)NCCc3c[nH]c4ccccc34)CC[C@](C)(O)C[C@@H]12	-8%	?	4%	1%	-6%	4	?
CCNC(=O)CCc1c(C)nn(-c2ccc(F)cc2)c1Oc1ccccc1F	-9%	?	9%	i	7%	-9	?
Cn1c(CN2C(=O)C3(CCOCC3)CC2c2nnnn2C(C)(C)C)nc2ccccc21 (centres undefined)	6%	-31%	-4%	1%	-4%	9	-9%
CN(CCc1noc(C2CN(S(=O)(=O)c3ccccc3)C2)n1)C(=O)c1ccncc1	8%	-9%	-3%	i	·	18	-18%
Cc1ccccc1Nc1nnc(-c2ccc(C)c(S(=O)(=O)NCC3CCCO3)c2)c2ccccc12 (centres undefined)	11%	·	35%[activator]	·	·	-13	·
COc1cccc2c1C(=O)c1c(O)c3c(c(O)c1C2=O)C[C@@](O)(C(=O)CO)C[C@H]3O[C@H]1C[C@H](N)[C@H](O)[C@H](C)O1	?	·	?	i	·	·	·
CCOc1ccc(NC(=O)CCC(=O)N2CC(C)Oc3ccc(C)cc32)cc1 (centres undefined)	2%	·	-14%	·	·	9	·
CCCNC(=O)N1CCCC(c2noc(COCC)n2)C1 (centres undefined)	-1%[12.5 µM]	4%	25%	3%	-6%	1	-2%
COc1ccc(/C=C/C(=O)Nc2cc(-c3nc4ccccc4o3)ccc2OC)cc1	6%	·	-7%	·	·	17	·

Entries of single compounds, looked up by structure.
COc1cccc2c1C(=O)c1c(O)c3c(c(O)c1C2=O)C[C@@](O)(C(=O)CO)C[C@H]3O[C@H]1C[C@H](N)[C@H](O)[C@H](C)O1 is entered as HEK293 viab = ?; 3T3 cytotox = ·; SNCA expr inhib = ?; GPT2 inh = i; FLuc inh = ·; IP6K1 inhibitor = ·; HEK293 tox = ·
Cc1ccccc1Nc1nnc(-c2ccc(C)c(S(=O)(=O)NCC3CCCO3)c2)c2ccccc12 (centres undefined) is entered as HEK293 viab = 11%; 3T3 cytotox = ·; SNCA expr inhib = 35%[activator]; GPT2 inh = ·; FLuc inh = ·; IP6K1 inhibitor = -13; HEK293 tox = ·

(cont.)
SMILES	HEK293 viab	3T3 cytotox	SNCA expr inhib	GPT2 inh	FLuc inh	IP6K1 inhibitor	HEK293 tox
CCOc1ccc(S(=O)(=O)N(CC(=O)NCCSCc2ccc(C)cc2)c2ccccc2)cc1	-1%	·	13%	·	·	18	·
COc1ccc(-c2ccccc2)cc1N1C(=O)[C@@H]2C[C@H]1CN2C(=O)CNC(N)=O	-3%	i	13%	-7%[11.5 µM]	0%	24	-4%
CCN(CC)Cc1cc(C(=O)N2Cc3[nH]cnc3CC2C(=O)O)c(C)o1 (centres undefined)	-1%	3%	4%	-6%	11%	10	2%
O=C(NCc1ccc(Cl)cc1)C1CCN(c2ncnc3c2nc2n3CCCCC2)CC1	8%	·	19%	·	·	-1	·
COc1ccc(-c2noc(CC3CCN(C(=O)Cc4ccc(C)cc4)CC3)n2)cc1	-2%	?	-15%	2%	-5%	1	?
CCn1c2ccccc2c2cc(NC(=O)COc3ccc(C)c(C)c3)ccc21	7%	·	-2%	·	·	34	·
O=C(Nc1cc(F)ccc1F)c1ccc(CN2CC(=O)N3CCCCC3C2=O)cc1 (centres undefined)	3%	·	-9%	·	·	32	·
Cc1ccc(Cl)cc1NC(=O)c1oc2c(c1C)-c1[nH]ncc1CC2	2%	·	67%[activator]	·	·	-40*	·
Cc1nnc2ccc(N3CCC(NC(=O)c4ccccc4F)C3)nn12 (centres undefined)	·	?	·	·	·	8	?
O=C(O)C[C@@H]1CCN(C(=O)Nc2ccc(C(F)(F)F)cc2)C[C@@H]1CCN1CCN(c2ccccn2)CC1	3%	i	-18%	-4%	-2%	-4	-6%
CCN1c2cc(C(=O)Nc3ccc(C(C)C)cc3)ccc2C(=O)N2CCCCC21 (centres undefined)	-3%[12.5 µM]	?	?	1%	?	6	18µM*
Cc1ccc(C)n1-c1nnc(N2CCCC(C(=O)NCc3cccc(Cl)c3)C2)s1 (centres undefined)	-7%	·	9%	·	·	0	·
Cc1ccc(OC(=O)N2CCC(COc3ccc4c(cnn4CCC(=O)O)c3)CC2)cc1	-6%[87.6 µM]	-41%[138 µM]	?	3%[88.5 µM]	2%[172 µM]	-5	?
Cc1cccc(-n2c(=O)c3c(c4cc(C)ccc4n3C)n(C)c2=O)c1	-4%	·	-12%	·	·	6	·
CC1(c2ccccc2)N(Cc2ccccc2F)C(=O)OC12CCN(c1cccnc1)CC2 (centres undefined)	-17%[87.6 µM]	89µM*	-5%[87.6 µM]	-9%[88.5 µM]	-7%[172 µM]	-15	89µM*
O=C1CN(C(=O)c2ccnc(-c3nnc4ccc(Nc5ccccc5)nn34)c2)CCN1	-2%[87.6 µM]	4%[138 µM]	49%[activator][87.6 µM]	-3%[88.5 µM]	1%[172 µM]	-17	?
CC(C)c1noc(-c2cn(C3CCN(C(=O)COc4ccccc4)C3)nn2)n1 (centres undefined)	-3%	-18%	13%	i	14%	9	-5%
Cc1ccc(C)c(N2CCN(CCCNC(=O)Nc3ccc(Cl)cc3)CC2)c1	?	·	?	·	·	0	·
NCc1ccccc1-c1cccs1	-3%[87.6 µM]	-8%[138 µM]	49%[activator][87.6 µM]	i	·	6	-5%[172 µM]
COc1ccccc1C(=O)Nc1ccc(C(=O)OCc2cc(=O)n3nc(C)sc3n2)cc1	3%	·	?	·	·	1	·
CC(C)CCO[C@H]1COCCN(Cc2ccccn2)C1	4%[87.6 µM]	-4%[174 µM]	-11%[87.6 µM]	i	-2%[230 µM]	-13	-10%[230 µM]
COc1ccccc1NC(=O)c1ncoc1-c1ccco1	11%	·	-2%	·	·	10	·
O=C(c1ccc2c(c1)N(Cc1ccc(Cl)cc1)C(=O)c1ccccc1S2=O)N1CCOCC1 (centres undefined)	-4%	·	-3%	·	·	-2	·
COc1ccc(CC(=O)N2CCCC(C(=O)N3CCC(c4nc5ccncc5[nH]4)C3)C2)cc1 (centres undefined)	-4%	-28%	7%	-21%	·	14	-10%

High-throughput results as filed in PubChem BioAssay.
